High-throughput results (PubChem BioAssay)
mcGAS RapidFire: mouse cGAS inhibition by mass spec. inhibition, % at 12.5 µM. recombinant mouse cGAS, cGAMP by RapidFire MS. AID 1259397. 0.18% of 130,000 active. Q8C6L5;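 active = inhibition of cGAS enzyme activity at or above 60%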;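 note: enzyme stimulated by 45 bp dsDNA with ATP and GTP substrates; cGAMP share of summed cGAMP plus half ATP and half GTP signals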
Target sequence (Q8C6L5 whole entry, looked up): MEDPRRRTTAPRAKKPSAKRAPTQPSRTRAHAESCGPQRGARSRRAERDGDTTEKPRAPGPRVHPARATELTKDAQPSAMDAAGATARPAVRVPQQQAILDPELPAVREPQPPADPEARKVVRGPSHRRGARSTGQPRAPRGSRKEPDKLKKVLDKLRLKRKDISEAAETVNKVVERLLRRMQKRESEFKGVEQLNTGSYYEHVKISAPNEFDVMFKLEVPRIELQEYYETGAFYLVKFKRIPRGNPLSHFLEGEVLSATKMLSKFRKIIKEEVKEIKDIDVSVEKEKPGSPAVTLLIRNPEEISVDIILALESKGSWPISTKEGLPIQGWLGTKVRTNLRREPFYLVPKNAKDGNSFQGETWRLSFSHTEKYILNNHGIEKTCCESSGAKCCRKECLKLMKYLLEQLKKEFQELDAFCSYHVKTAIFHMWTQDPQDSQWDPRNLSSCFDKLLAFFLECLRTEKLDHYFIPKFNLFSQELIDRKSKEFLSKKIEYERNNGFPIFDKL
* hit, by the source's call; & = joins results of further samples.

SMILES	mcGAS RapidFire
Cc1c(Cl)cccc1NC(=O)N1CCCCC1CN1CCOCC1 (configuration not stated)	-9
CC(C)N(C)S(=O)(=O)NC1CCC(c2ccccc2)CC1 (configuration not stated)	-7
CCOc1ccccc1CCC(=O)Nc1ccc2oc(N(C)C)nc2c1	-1
Cc1ccccc1NC(=O)CN1C(=O)c2ccccc2C1=O	-11
Cc1c(NCc2cccnc2)cccc1C(=O)N1CCN(C)C(=O)C1C (configuration not stated)	-46
CCN(C)C(=O)Nc1ccc(F)c(NC(=O)c2ccoc2C)c1	-14&-13
Cc1sc(C(=O)Nc2nccn(C)c2=O)cc1-c1ccc(F)cc1	-15
COCCN=c1scc(-c2ccc(OC(F)F)cc2)n1N=Cc1cc(OC)c(OC)c(OC)c1	2
O=C(Nc1ccc2c(c1)CN(C(=O)CCOc1ccccc1)CC2)c1ccccn1	-7
Cn1nc(CN2CCC3(CC2)CNC(=O)C3)c2c(Cl)cccc21	-12
CCOC(=O)C1(CCCc2ccccc2)CCN(C(=O)CCn2cnnn2)CC1	-10
Cc1sc(NC(=O)COc2ccccc2C#N)nc1-c1ccc(F)c(F)c1	-1
CO[C@H]1CN(C(C)C)C[C@@H]1Nc1nc(-c2ccccc2)nc2c1CCNC2	-6
O=C(CC1NC(=O)c2ccccc21)NCCc1nc2c(s1)CCC2 (configuration not stated)	-16
CCS(=O)(=O)c1ccc2c(c1)N(c1cccc(F)c1)C(=O)C(C)O2 (configuration not stated)	-5

6 compounds from above, ordered by the number in mcGAS RapidFire, ascending.
SMILES	mcGAS RapidFire
Cc1ccccc1NC(=O)CN1C(=O)c2ccccc2C1=O	-11
Cc1c(Cl)cccc1NC(=O)N1CCCCC1CN1CCOCC1 (configuration not stated)	-9
O=C(Nc1ccc2c(c1)CN(C(=O)CCOc1ccccc1)CC2)c1ccccn1	-7
CO[C@H]1CN(C(C)C)C[C@@H]1Nc1nc(-c2ccccc2)nc2c1CCNC2	-6
Cc1sc(NC(=O)COc2ccccc2C#N)nc1-c1ccc(F)c(F)c1	-1
COCCN=c1scc(-c2ccc(OC(F)F)cc2)n1N=Cc1cc(OC)c(OC)c(OC)c1	2

Additional results follow:
SMILES	mcGAS RapidFire
CC1CCc2c(sc3nc(CSC4=NCCN4)[nH]c(=O)c23)C1 (configuration not stated)	-6
CC1(C)Cc2cc(C3CC(=O)NCc4nc5ccccn5c43)ccc2O1 (configuration not stated)	-10
COc1ccc(Nc2ncnc3[nH]ncc23)c(OC)c1	-10
CC(C)C(NCc1cccc2c1OCCCO2)c1cccs1 (configuration not stated)	-16
CNC(=O)NC(=O)COC(=O)c1ccc([N+](=O)[O-])o1	0
CC1(NC(=O)c2nn(-c3ccccc3)c3c2CCC3)CCS(=O)(=O)C1 (configuration not stated)	-3
N#Cc1ccc(-n2ncc3c2CCN(C(=O)/C=C/c2ccoc2)C3)cc1	-5
O=C1NC(c2ccccc2)C(=O)N(CC(=O)N2CCCC(O)C2)c2ccccc21 (configuration not stated)	-7
O=C1N=C2OC=C(C(=O)Nc3ccc(-n4cccn4)cc3)N2CCN1	-5
CCN(CCCNC(=O)CCCn1cnc2ccccc2c1=O)c1ccccc1	-1
CC(C)(C)c1ccc(S(=O)(=O)N2CCN(C(=O)CN3CCCCCC3=O)CC2)cc1	-2
COc1ccc(CN2CCNC(=O)C2CC(=O)N(C)Cc2nc3ccccc3[nH]2)cc1OC (configuration not stated)	-5
CNc1nc(-c2ccc(NC(=O)C(C)C)cc2)c(C)s1	2
Cc1cc(C)cc(C(=O)NCc2ccc(-c3csc(C)n3)s2)c1	9
CCNC(=O)CC[C@H](N)C(=O)O	-7
CN(Cc1cc2ccccc2s1)C(=O)CCc1nnc(CCc2c[nH]c3ccccc23)o1	-8
COc1ccc(C2=NNC(c3ccccc3)C2)c(O)c1 (configuration not stated)	-4
CC(C)(C)c1cc(CN2CCC(N3CCSCC3)CC2)[nH]n1	-3
NS(=O)(=O)Cc1noc2ccccc12	-12&8
O=C(c1cc(C2CC2)on1)N1CCN(c2ccccc2O)CC1	-8
Cc1c(Br)c(C(=O)NC2C3CC4CC(C3)CC2C4)nn1C (configuration not stated)	-7
CC(Oc1ccccc1)C(=O)NN=Cc1ccccc1O (configuration not stated)	-13
Cc1cc2nn(-c3ccc(C(C)C)cc3)nc2cc1N	8
O=C(CSC1=NS(=O)(=O)c2ccccc2N1)N1CCOCC1	-2
O=C(c1ccc(Br)o1)N1CCN(CC=Cc2ccccc2)CC1	-2
N=C(N)SC12CC3CC(CC(C3)C1)C2	-16
CC(C)c1nccn1CCCNC(=O)c1ccc(N2C[C@H]3CNC[C@H]3C2)nc1	-1
C/C(=N\NC(=O)CSc1nnc(-c2ccccc2)n1-c1ccccc1)c1ccc(Cl)cc1	-9
CC1(C)CC(C2N3CC4(C)CN2CC(C)(C3)C4=O)CCO1 (configuration not stated)	5
CSc1nc(SCC(=O)NCC2CCCO2)c2sc3c(c2n1)COC(C)(C)C3 (configuration not stated)	-4

Filtered by structure, the compounds so far with a furan ring, fused or not.
SMILES	mcGAS RapidFire
CCN(C)C(=O)Nc1ccc(F)c(NC(=O)c2ccoc2C)c1	-14&-13
CNC(=O)NC(=O)COC(=O)c1ccc([N+](=O)[O-])o1	0
N#Cc1ccc(-n2ncc3c2CCN(C(=O)/C=C/c2ccoc2)C3)cc1	-5
O=C(c1ccc(Br)o1)N1CCN(CC=Cc2ccccc2)CC1	-2

Next section:
SMILES	mcGAS RapidFire
COc1ccc(NC(=O)CCC2CCN(C(=O)C3=CCCC3)CC2)c(OC)c1	-12
COC(=O)c1sccc1NC(=O)Cc1ccc(OC)cc1	-6
O=C(NC1CCCCCC1)c1ccco1	-6
COC(=O)c1ccc(OCC(O)CN2CC(C)c3ccccc32)cc1 (configuration not stated)	-12
Cc1ccc(S(=O)(=O)N2CCN(c3cccc(C)c3C)CC2)cc1	-6
CCOCCn1c(SCCCc2ccccc2)nc2c1c(=O)[nH]c(=O)n2C	4
Cc1cccc(C2(CNC(=O)C3CC3c3cccnc3)CCCCC2)c1 (configuration not stated)	-5
CCONC(=O)c1nn(-c2ccccc2F)cc1O	-12
COc1ccc2c(c1)SC(c1ccc(OC)c(C)c1)CCN2Cc1cnc(C)[nH]1 (configuration not stated)	-6
COc1ccc2c(c1)-c1cc(Cl)ccc1S(=O)(=O)N2	-7
O=C1CCc2cc(NC(=O)c3ccc(Cn4ccnc4)cc3)ccc2N1	-10
O=C(NC1=NCCS1)c1cccc(OCc2cn3ccccc3n2)c1	2
CC(Sc1nnc(N)s1)c1nnc(-c2cccs2)o1 (configuration not stated)	-2
N#Cc1c(CN2C(=O)NC3(CCSC3)C2=O)cn2ccccc12 (configuration not stated)	-7
Cc1nc(C)c(C(=O)OCc2cc(-c3ccc4c(c3)CC(C)O4)on2)s1 (configuration not stated)	-2
C/C(=N/N=C1/CCc2ccccc21)c1nnn(-c2nonc2N)c1C	-9
CCOc1ccc(N2CCCn3c2nc2c3c(=O)n(CC)c(=O)n2C)cc1	-2
Cc1ccc(NS(=O)(=O)c2c(C)noc2C)cc1F	-8
CC(=O)Nc1cccc(N=Cc2cc(Br)cc(Cl)c2O)c1	-7
O=C(CSc1nnc(-c2c[nH]c3ccccc23)o1)NCc1ccco1	-7
Cc1cc(CS(=O)(=O)NCC2(c3ccc(F)cc3)CC2)on1	-10
CC(C)c1csc(CN2CCC(C(=O)Nc3cccc(-c4ccco4)c3)CC2)n1	-2
CN(C)C1CCN(c2ccc(NC(=O)CC3C=CCC3)cc2F)CC1 (configuration not stated)	-44
O=C(O)CSc1nnc(Cc2c[nH]c3ccccc23)n1-c1ccccc1F	-31
CCC(C)(C)NC(=O)c1ccc(=O)n(-c2ccc(C)c(Cl)c2)n1	-33&-7
CCN(CC)c1cc(C)nc(Nc2ccc(NS(=O)(=O)c3cc(C(C)C)ccc3C)cc2)n1	-13
Cc1ccc2sc(NCCN(C)C)nc2c1C	-27
CCOc1cc(/C=C2\SC(=S)N(NC(=O)c3ccccc3)C2=O)ccc1O	11
O=C(NCC1CCC1)N1CCCN(C(=O)c2cccs2)CC1	-9
COc1ccccc1/C=C/CN1CCC(C(=O)Nc2ccc(-n3nc(C)cc3C)cc2)CC1	-2
CCn1c(C(C)NC)nc2cc(Cl)ccc2c1=O (configuration not stated)	-5
CN1CCN(c2nc(-c3cccs3)cc(C(F)(F)F)n2)CC1	9
Nc1ccc(CC(N)c2csc(Nc3cnccn3)n2)cc1 (configuration not stated)	-5
COCCCN(Cc1ccc(OC)c(OC)c1)Cc1ccc(C(=O)OC)o1	-8
CN(C(=O)CC1=CCCCC1)C1CCCN(C2Cc3ccccc3C2)C1 (configuration not stated)	-10
CC(=O)c1cc(CN2CCCC(CO)(Cc3cccc(Cl)c3)C2)cs1 (configuration not stated)	-10
CC1c2ccsc2CCN1C(=O)CCCNC(=O)c1ccc(F)cc1F (configuration not stated)	-3
C=CCn1c(-c2ccc(Cl)cc2)c(-c2ccc(C)cc2)c(O)c(O)c1=O	-6
Cc1nnsc1CN(C)C(=O)c1ccccc1NCC(=O)O	-6
CCCn1c2c(=O)n(C)c(=O)n(C)c2n2c(-c3ccc(OCc4ccccc4)cc3)nnc12	-12
Cc1[nH]cnc1-c1nnc(SCC(=O)O)n1-c1ccccc1C(F)(F)F	-32
O=C(NCc1ccccn1)C1CCN(C2CCN(Cc3cccc4c3OCO4)CC2)CC1	-6&-2
COc1cccc(OC)c1-c1cnnc(NCc2cccc(C(F)(F)F)c2)n1	-6
COc1cc(OC)cc(C(=O)Nc2c(C)nc3ccc(C)cn3c2=O)c1	-9
Nc1nc2ccc(OCC(F)(F)F)cc2s1	5
COc1ccccc1C(C)N(C)Cc1nc(-c2ccc(C(F)(F)F)cc2)no1 (configuration not stated)	-2
Cc1cccc(N2C(=O)CSC2c2ccncc2)c1 (configuration not stated)	-10
CCN(Cc1c(C)nn(CC)c1C)Cc1cccc2nsnc12	-4
CCc1sc(-c2nnc(-c3cccc(OC)c3)o2)cc1C	-12
CCOC(=O)CN1CC23C=CC(O2)C(C(=O)O)C3C1=O (configuration not stated)	-5
c1ccc(C2=NNC(c3ccccc3)=NN2)cc1	0
Cn1c(=O)c2[nH]c(NC3CCCCC3)nc2n(C)c1=O	-40
O=C1CN(N=Cc2ccc([N+](=O)[O-])o2)C(=O)N1	-15
NC(=S)N/N=C(\c1nnc(N)s1)c1ccccc1N	2
CSc1ccccc1NC(=O)C1(C)CCN(C(C)C)C1 (configuration not stated)	-9
O=C(c1nccc2ccccc12)N1CCN(CC2CCCC2)CC1	-17
CCCNC(=O)NNC(=O)c1cccn(Cc2cccc(F)c2)c1=O	-5
CCN(CC)CCNC(=O)c1c(C)[nH]c(/C=C2/C(=O)Nc3ccc(F)cc32)c1C	21
CC(C)=C(C)C(=O)O	-27
Cc1nc2ncccn2c1C(=O)NCC1(O)CCNC1 (configuration not stated)	-3

(list continues)
SMILES	mcGAS RapidFire
FC(F)(F)CCc1ccnc(NCCn2cccc2)n1	-12
FC(F)(F)c1cccc(/C=N\Nc2nc(N3CCCCC3)nc(N3CCOCC3)n2)c1	-1
C=CCSc1nc2c(cnn2CCO)c(=O)[nH]1	-23
COc1ccc(C2=CC(c3ccc(C)o3)n3nnnc3N2)cc1OC (configuration not stated)	-11
O=C(c1ccccc1Cl)N1CCN(C(=O)C2CC2c2cccs2)CC1 (configuration not stated)	-3
O=C(CCC1CCCN(C(=O)Cc2ccsc2)C1)NCc1ccccc1Cl (configuration not stated)	-7
CC(=O)Nc1ccc(SC(C)C(=O)NCC2COCCO2)cc1 (configuration not stated)	1
CCOC(=O)N1CCN(C(c2ccc(C)cc2)c2c(O)cc(C)n(Cc3ccco3)c2=O)CC1 (configuration not stated)	-9
CC1CC1C(=O)NC(C)C12CC3CC(CC(C3)C1)C2 (configuration not stated)	1
COCCCN=C(c1ccco1)n1c(=S)nc(-c2ccco2)n(CCCOC)c1=S	-3
O=C(Cc1c(Cl)cccc1Cl)NC1(C(F)(F)F)CCOCC1	2
COc1ccc(-c2noc(CN(C)Cc3cnccn3)n2)cc1	-2
Cc1nn(Cc2ccccc2Cl)c(C)c1CN(C)C(=O)c1ccc[nH]1	16
O=C(Nc1cccs1)N1CCn2cccc2C1c1cccs1 (configuration not stated)	-11
Cn1c(=O)[nH]c(=O)c2c1nc(N1CCCCCC1)n2CCCSc1nc2ccccc2o1	-1

Two of the compounds above, with bars between the fields:
Molecule | mcGAS RapidFire
CSc1nc(SCC(=O)NCC2CCCO2)c2sc3c(c2n1)COC(C)(C)C3 (configuration not stated) | -4
COc1ccc(NC(=O)CCC2CCN(C(=O)C3=CCCC3)CC2)c(OC)c1 | -12

Other entries follow:
SMILES	mcGAS RapidFire
COC(=O)c1ccoc1COc1cccc2c1N(C(=O)CC(NC(C)=O)c1ccc(C)cc1)CCC2 (configuration not stated)	-4
CN(Cc1ccccc1)c1ncccc1CNC(=O)C1CCCCN1C (configuration not stated)	-1
COC(=O)c1cc(C2NC(=O)c3n[nH]c(C)c3N2)oc1C (configuration not stated)	-6
Cc1cc(C)nc(Sc2ncnc(N)c2[N+](=O)[O-])n1	-6
COc1ccc(C(N)=O)cc1-c1ccc(F)c(CO)c1	-15
CC(=O)c1cccc(OCC(=O)Nc2nnc(C)s2)c1	4
O=C(NC1CC1)C1CCCN(CCc2ccccc2Cl)C1 (configuration not stated)	-5
O=c1cc(CSc2ncccn2)[nH]c2nc3ccccc3n12	-35
CN1CCC(O)(Cn2ccnc2-c2ccc(-c3ccccc3)s2)CC1	-9
CN(C(=O)c1cccc(C(=O)NCC#N)c1)c1ccccc1	-47
COc1ccccc1OCC1CN(C(=O)c2cc(C)ccc2Cl)CCO1 (configuration not stated)	-4
CC(NC(=O)N1CCc2sccc2C1)c1ccccc1Cl (configuration not stated)	-16
CN(C)CCOC(=O)C12CCC3CC(CC(C3)C1)C2	2
Cc1nc(CN(C)C(=O)Nc2cccc(C)c2C#N)cs1	-16
CC(C)NC(=O)NC(=O)C(C)Sc1n[nH]c(C(C)(C)C)n1 (configuration not stated)	-4

These rows are one share of the data. The share of hits here may be higher or lower than overall.
